APJ agonist – agonists of human APJ apelin receptor | activation, % at 20 µM | 330,000 compounds, 0.11% hits | CHO-K1 APJ PathHunter beta-arrestin, luminescence; 0% DMSO wells, 100% apelin | AID 2520;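 active = activation more than six SD over the plate average, tested at 20 µM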;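 also: 0% = DMSO alone and 100% = apelin-13 at 10 nM; some results filed as inactive read as strong as hits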
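system = engineered CHO-K1 APJ arrestin reporter cells | input = 1000 cells per well | timing = overnight seeding, 90 min compound at 25 °C, 1 h detection | measured by = enzyme-fragment complementation luminescence | read-out = beta-arrestin recruitment to APJ as agonist activity, luminescent signal | control set = negative DMSO alone, positive Apelin-13 at 10 nM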
XBP1 UPR activ – adaptive UPR (XBP1) activation; CHO-XBP1 luciferase reporter, IRE1-XBP1 UPR activation, luminescence; percent of tunicamycin response, DMSO as zero; activation, % at 20 µM; 330,000 compounds, 0.33% hits; AID 463104;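 active = versus positive control, 20 µM dose yields 30% or more activation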;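 also: 100% = tunicamycin at 10 µg/mL and 0% = DMSO only wells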
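Signal: luciferase luminescence; Assay system: CHO-XBP1 luciferase reporter cells; Amount: one thousand reporter cells per well; Dosing: 20 µM single concentration, DMSO 1%; Benchmarks: high control tunicamycin 10 µg/mL final, low control DMSO vehicle only; Schedule: 6 h compound exposure at 37 °C, 5% CO2; Evaluation: percent activation relative to tunicamycin reference.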
tim10-1 inh – growth inhibitors of tim10-1 mutant yeast | S. cerevisiae tim10-1 ts strain growth, BacTiter-Glo, 24 h | 330,000 compounds, 2.2% hits | inhibition, % at 20 µM;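 active = inhibition of at least 40%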;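 also: mutant grown at 25 °C; 0% = DMSO wells with yeast and 100% = wells holding no yeast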
CHOP UPR activ – activators of apoptotic arm of unfolded protein response (CHOP) | CHO-CHOP luciferase reporter, UPR activation, luminescence; percent of tunicamycin response over DMSO baseline | activation, % at 10 µM | 330,000 compounds, 0.34% hits | AID 449763;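 active = at 10 µM dose, activation of 40% or more, normalized to positive control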;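 also: 100% = tunicamycin at 10 µg/mL and 0% = DMSO alone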
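System: CHO-CHOP luciferase reporter cell line | Buffer or medium: F12 medium containing 10% fetal bovine serum | Doses: One dose, 10 µM in 0.5% DMSO | Times: 6 h compound exposure at 37 °C after overnight seeding | Signal: Luciferase luminescence | Read-out: % activation vs tunicamycin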
Mdm2-MdmX inh – inhibitors of human Mdm2/MdmX interaction; SaOS-2 split-luciferase Mdm2/MdmX complementation, luminescence; inhibition, % at 8 µM; 330,000 compounds, 3% hits; AID 485346;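 active = inhibition of at least 50% at 8 µM in the primary screen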
Target sequence (O15151 whole entry, looked up): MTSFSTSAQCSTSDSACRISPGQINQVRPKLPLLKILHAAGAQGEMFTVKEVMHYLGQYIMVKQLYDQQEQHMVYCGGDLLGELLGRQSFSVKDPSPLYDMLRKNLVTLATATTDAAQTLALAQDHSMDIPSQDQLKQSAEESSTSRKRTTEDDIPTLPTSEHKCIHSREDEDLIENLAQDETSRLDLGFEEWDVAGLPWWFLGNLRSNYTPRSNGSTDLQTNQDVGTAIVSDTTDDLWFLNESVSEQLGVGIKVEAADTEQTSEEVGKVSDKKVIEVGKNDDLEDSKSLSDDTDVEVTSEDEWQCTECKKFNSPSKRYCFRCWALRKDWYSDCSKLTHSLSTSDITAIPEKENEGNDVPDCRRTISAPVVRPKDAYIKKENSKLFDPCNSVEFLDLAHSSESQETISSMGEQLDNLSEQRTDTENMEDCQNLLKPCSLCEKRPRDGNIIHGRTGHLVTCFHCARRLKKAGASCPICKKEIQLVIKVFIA
Target sequence (Q00987 whole entry, looked up): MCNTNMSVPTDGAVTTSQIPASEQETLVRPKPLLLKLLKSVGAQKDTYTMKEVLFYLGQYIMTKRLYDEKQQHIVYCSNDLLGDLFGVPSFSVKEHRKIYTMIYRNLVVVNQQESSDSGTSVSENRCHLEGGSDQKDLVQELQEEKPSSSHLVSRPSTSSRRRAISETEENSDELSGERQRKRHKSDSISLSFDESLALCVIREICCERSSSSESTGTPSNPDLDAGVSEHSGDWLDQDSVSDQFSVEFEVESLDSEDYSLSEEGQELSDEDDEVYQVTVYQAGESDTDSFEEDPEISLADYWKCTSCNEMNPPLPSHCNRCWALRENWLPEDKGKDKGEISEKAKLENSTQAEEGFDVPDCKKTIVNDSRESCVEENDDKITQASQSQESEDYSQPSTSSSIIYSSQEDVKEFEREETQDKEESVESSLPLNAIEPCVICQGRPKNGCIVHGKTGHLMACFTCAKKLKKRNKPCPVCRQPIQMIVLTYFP
tim23-1 inh – tim23-1 yeast growth inhibition; S. cerevisiae tim23-1 growth, BacTiter-Glo luminescence, 24 h; inhibition, % at 20 µM; 330,000 compounds, 1.3% hits; AID 463212;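 active = growth inhibition of the mutant yeast at or above 50%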;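 also: temperature-sensitive mutant grown at 25 °C; plate controls were DMSO-treated mutant yeast for no effect and medium wells lacking yeast for full effect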
APJ antag – antagonists of human APJ apelin receptor. AID 2521. inhibition, % at 20 µM. CHO-K1 APJ beta-arrestin complementation, luminescence. 330,000 compounds, 0.32% hits. P35414;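 active = inhibition above about 40% at 20 µM, limit read from the data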;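 also: cells challenged with 10 nM apelin-13 agonist together with compound; plate controls were apelin-13 plus DMSO wells for no effect and DMSO wells lacking apelin-13 for full effect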
TIM10 inh – inhibits growth of TIM10 yeast strain | S. cerevisiae TIM10 strain growth, BacTiter-Glo luminescence, 24 h | inhibition, % at 10 µM | 330,000 compounds, 1.4% hits;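 active = inhibition of 40% or more at the single tested concentration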;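 also: wild-type TIM10 isogenic control strain grown at permissive 25 °C; 0% = DMSO yeast wells and 100% = minimal medium wells without yeast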
CXCR6 inh – blocks human CXCR6 beta-arrestin recruitment. 360,000 compounds, 0.36% hits. inhibition, % at 20 µM. CHO-K1 PathHunter CXCR6 beta-arrestin, luminescence. O00574. AID 602244; in the data active = inhibition above about 34%, passing the limit was not always enough;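 also: antagonist mode with CXCL16 agonist at 10 nM final; 0% = 10 nM CXCL16 with DMSO and 100% = unstimulated wells without agonist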
The depositor's hits bear a star. Only part of the results is shown, so the mix of outcomes need not match the whole.

SMILES	APJ agonist	XBP1 UPR activ	tim10-1 inh	CHOP UPR activ	Mdm2-MdmX inh	tim23-1 inh	APJ antag	TIM10 inh	CXCR6 inh
O=C(O)C1CCCCC1C(=O)NC(c1ccccc1)c1ccccc1 (stereo unspecified)	-0.5	-1.4	-10.8	2.2	18.7	7.0	-20.6	-14.2	2.7
O=C(C[n+]1cccc2ccccc21)c1ccc(NC(=O)c2ccccc2)cc1	-2.6	-5.3	22.7	-1.5	11.1	9.6	-8.1	23.0	-12.1
Cn1cnnc1SCC(=O)NC1CCCC1	3.4	-5.9	-2.8	2.0	6.4	-0.2	6.0	-5.2	1.7
O=C1CC(c2cccc(Cl)c2)C(n2cncn2)C(=O)C1C1NCCc2ccccc21 (stereo unspecified)	3.2	0.7	3.5	-2.8	-4.2	-8.7	-7.0	11.8	0.6
COc1ccc(-n2c(=O)[nH]cc(C(=O)N3CCCc4ccccc43)c2=O)cc1	-3.7	-0.3	0.5	-0.5	-6.1	0.7	-0.5	-12.8	2.3
CN1C(=O)N2CN(C3CCCCC3)CN3C(=O)N(C)C1C23 (stereo unspecified)	-4.4	-2.0	4.9	-1.2	14.5	-14.4	-13.5	-9.0	-8.9
Cc1cc(C)c(NC(=O)COc2cccnc2[N+](=O)[O-])c(C)c1	-3.0	-2.9	9.1	0.6	-14.0	9.0	-14.5	11.9	-8.3
COc1ccc2c(c1)CC(N1CCN(C)CC1)c1cc(OC)ccc1S2 (stereo unspecified)	-2.5	4.1	28.1	-0.3	46.3	18.4	9.0	13.1	10.3
CC(=O)NC(Cc1ccc(F)c(F)c1)C(=O)NC1CCN(C(=O)c2ccc(Cl)cc2)CC1 (stereo unspecified)	-1.5	2.2	17.6	1.3	7.5	9.4	22.3	-1.6	5.5
Nc1cc(-c2ccc(Br)cc2)nn1S(=O)(=O)c1cccc2nsnc12	-1.2	-1.8	-0.6	1.1	14.6	26.9	-61.0	-8.9	12.3
C=CCn1c(CNc2ccccc2)nnc1SCC(=O)N/N=C/c1ccccc1O	1.4	-1.3	5.1	-1.6	42.6	3.3	-4.0	15.2	-9.8
O=C(CN(Cc1ccc(F)cc1)C(=O)CCC(=O)Nc1nccs1)NCc1ccccc1	-2.4	2.0	-14.4	1.8	-18.6	1.3	-1.0	13.9	-0.2
O=C(CCNC(=O)N1CCn2c1nc1ccccc12)NCc1ccc(Cl)cc1	-4.2	-3.0	11.1	-0.3	22.0	0.7	21.2	-6.4	-9.5
CCN1CCN(CCCNC(=O)c2cn(CCOC)c(=O)c3c2c2ccccc2n3C)CC1	-5.8	-3.2	-1.1	-0.9	-3.4	14.1	15.6	-12.6	15.8
Cc1ccc(-n2c(CNc3ccc(F)cc3)nnc2SCC(=O)O)cc1	-1.0	-1.3	-4.5	0.1	12.6	6.4	14.5	-1.1	-3.3
Cc1ccc(C(=O)NNC(=O)CCCN2C(=O)/C(=C/c3ccccc3Cl)SC2=S)cc1	-1.6	-3.6	8.2	-0.2	40.4	-13.5	10.1	8.1	-10.0
CC1=C(C(=O)Nc2cccc(C)c2C)C(c2cccs2)NC(=S)N1 (stereo unspecified)	-3.8	-1.5	-3.0	-0.4	15.9	12.7	-13.1	7.4	1.2
COC(=O)c1cccc(C(=O)N2CCCC(Nc3ccc4c(c3)OCCO4)C2)c1 (stereo unspecified)	2.1	-0.9	24.3	-0.3	10.5	7.7	7.2	-2.2	-1.7
Cc1nc(S(=O)(=O)c2cccc(Cl)c2)nc2c1CCC2	-2.0	0.4	17.8	-1.7	1.1	34.2	-7.2	-8.2	-10.0
OC(CSc1ccccc1Cl)CN1CCN(c2ccc(F)cc2)CC1 (stereo unspecified)	-1.2	-1.3	-16.5	-1.5	16.8	-78.6	-35.7	15.7	-15.2
Cc1ccc(-n2ncc3c2ncn2nc(-c4ccco4)nc32)c(C)c1	-2.0	2.2	17.5	3.3	-3.5	19.8	11.3	11.1	-3.2
Cc1ccn2cc(-c3ccc4c(c3)NC(=O)CO4)nc2c1	0.0	-0.3	-3.8	-0.1	-136.0	-0.1	-13.5	11.6	-3.9
O=C(Nc1ccc(S(=O)(=O)Nc2ncccn2)cc1)c1ccccc1Cl	-1.3	-1.1	1.9	0.5	-12.0	3.8	12.5	1.7	0.9
C[C@H]1COC(=O)[C@@H](Cc2ccc(F)cc2)CC/C=C/C[C@@H](CC(=O)N(CCO)Cc2ccccc2)C(=O)N1	1.6	3.4	22.7	1.2	15.9	8.9	4.5	5.9	-4.6
Cc1ccc(S(=O)(=O)N2[C@@H](c3ccc(Cl)cc3)C(C(=O)O)=CC[C@H]2c2ccc(Cl)c(Cl)c2)cc1	-3.4	-1.8	39.6	0.2	-10.6	34.4	-69.4	2.3	5.0

The results go on.
SMILES	APJ agonist	XBP1 UPR activ	tim10-1 inh	CHOP UPR activ	Mdm2-MdmX inh	tim23-1 inh	APJ antag	TIM10 inh	CXCR6 inh
O=C1NCCN(Cc2cccc(Oc3ccccc3)c2)C1CC(=O)N1CCCO1 (stereo unspecified)	-3.1	1.2	2.7	-0.6	-10.5	-0.4	7.6	7.6	4.4
CC(C)C(=O)Nc1ccc(C(=O)NNC(=O)NC2CCCCC2)cc1	-5.0	-1.7	7.4	-2.9	-14.6	-3.5	-0.7	0.7	4.1
COc1ccc(NC(=O)C2CCN(c3nc(C)cc(C)n3)CC2)cc1	3.2	-0.8	14.6	-1.1	-17.0	2.8	-2.2	9.0	-1.3
NC(=O)Cc1ccc2c(c1)[nH]c1ccccc12	-0.1	2.4	29.9	2.2	-10.8	15.3	8.2	-0.4	-0.3
CCOC(=O)N1CCN(C(=O)c2cc(COc3cccc(C(C)=O)c3)on2)CC1	1.1	-0.4	-4.1	3.1	14.9	2.7	4.0	-2.1	-5.5
Cc1cccc(/C=C/c2nc3ccccc3c(=O)n2Cc2ccccc2)c1	0.0	-0.2	27.9	-1.6	34.2	16.2	-20.8	13.6	14.6
C/C(=N\NC(=O)c1n[nH]c2c1CCC2)c1ccco1	-1.3	-7.2	8.5	-4.3	14.1	18.3	-11.4	-6.0	9.0
CN(C(=O)CCOc1ccccc1)c1c(N)n(Cc2ccccc2)c(=O)[nH]c1=O	0.6	-5.5	-16.0	-0.9	19.6	-4.4	-43.7	-7.4	2.8
Cc1ccc(C(C(=O)NCC2CCCO2)N(Cc2ccccc2)C(=O)c2ccc(-c3ccccc3)[nH]2)o1 (stereo unspecified)	-0.4	-0.6	35.2	8.2	28.1	28.9	-9.2	27.7	2.4
Nc1nc(SCc2ccccc2Cl)n[nH]1	-2.8	-1.0	-4.0	0.5	13.0	9.9	-13.6	-2.6	4.2
O=S(=O)(NCCCN1CCOCC1)c1ccc2c(c1)OCCO2	-1.5	-5.0	8.4	2.6	3.7	9.1	-20.5	-0.1	5.9
Cc1ccc(C(=O)N/C(=C/c2ccco2)C(=O)NCc2ccco2)cc1	-3.8	-0.9	12.8	-1.3	7.0	11.0	-7.7	-12.8	2.4
Cc1[nH]n2c(=O)c3c(nc2c1-c1ccc(Cl)cc1)CCC3	-1.0	1.6	18.1	2.5	39.0	5.3	8.6	-1.8	1.7
CCC(c1nnnn1Cc1cccs1)N1CCN(C(=O)c2ccco2)CC1 (stereo unspecified)	-3.0	-3.2	3.9	0.1	8.0	7.7	9.7	6.9	-6.9
Cc1cc(C(=O)N/N=C/c2cccnc2)cs1	-0.1	-0.7	-2.3	1.8	11.9	-10.0	-11.8	-21.2	-7.2
CC(C)(C)NC(=O)Nc1ccc(Br)cc1	0.8	2.7	17.4	5.0	-1.4	-4.1	-10.5	-17.6	-2.3
CCOc1ncccc1C(=O)Nc1cc(C(F)(F)F)ccc1N1CCOCC1	0.5	1.4	19.0	1.7	-7.4	28.8	5.0	3.2	-1.4
CCOC(=O)C1=NN(C(=O)Nc2ccc(OC)cc2)C2C(=O)N(c3cccc(C(F)(F)F)c3)C(=O)C12 (stereo unspecified)	-3.2	-0.8	6.7	0.2	4.8	5.8	11.6	7.0	11.3
CC(C)CC(=O)OC(C)(C)[C@@H]1Cc2c(ccc3ccc(=O)oc23)O1	-2.6	-1.5	11.0	0.1	11.6	41.6	10.2	13.6	9.0
COC(=O)c1ccc(C2/C(=C(\O)c3ccc4c(c3)OCCO4)C(=O)C(=O)N2CCCN2CCOCC2)cc1 (stereo unspecified)	-3.5	-3.6	13.3	-0.2	-1.8	4.4	3.0	-15.5	-7.9
CN(Cc1ccccc1)C(=O)N[C@@H](Cc1ccccc1)C(=O)O	-1.8	1.1	-14.1	0.1	4.1	11.7	8.4	-4.5	-2.8
Cc1cc(NC(=O)Cn2cc([N+](=O)[O-])cn2)no1	0.7	0.1	16.8	-1.3	8.4	3.7	1.8	-2.3	5.5
CCCCC(=Nc1ccccc1OC)C1=C(O)CC(c2ccccc2)CC1=O (stereo unspecified)	-3.3	-2.5	-3.3	2.6	-21.0	13.0	3.7	5.2	5.5
Cc1cccc(C(=O)N2CCCCCC2)c1	0.3	-3.1	5.0	0.3	-3.9	10.1	-10.8	5.6	-1.7
CNC(=O)Nc1ccc(C2SCCS2)cc1	-2.8	8.4	9.0	1.5	15.9	21.0	16.2	16.1	-2.9

Look-ups from the entries so far:
Result for CNC(=O)Nc1ccc(C2SCCS2)cc1 in CHOP UPR activ: 1.5
Result for CCOC(=O)C1=NN(C(=O)Nc2ccc(OC)cc2)C2C(=O)N(c3cccc(C(F)(F)F)c3)C(=O)C12 (stereo unspecified) in tim23-1 inh: 5.8
Result for Cc1ccc(C(C(=O)NCC2CCCO2)N(Cc2ccccc2)C(=O)c2ccc(-c3ccccc3)[nH]2)o1 (stereo unspecified) in XBP1 UPR activ: -0.6

Next structures follow.
SMILES	APJ agonist	XBP1 UPR activ	tim10-1 inh	CHOP UPR activ	Mdm2-MdmX inh	tim23-1 inh	APJ antag	TIM10 inh	CXCR6 inh
COc1cc2c(cc1OC)C(c1cccc(C)c1)CC(=O)N2 (stereo unspecified)	-2.3	27.3	10.1	-1.6	-7.0	-0.2	-0.7	12.1	-0.8
CN1CCN(C(=O)c2ccc(-n3cccn3)nc2)CC1	-1.2	-1.3	3.2	0.0	-11.5	-8.8	-8.2	5.6	-25.3
Cc1ccc(S(=O)(=O)N2CCN(C(=O)c3nn(C(C)C)c(=O)c4ccccc34)CC2)cc1C	1.8	-1.1	3.4	-4.2	15.5	-8.1	14.4	8.6	0.8
CC(=O)c1cc(C)ccc1OC(=O)c1cccc2nc(C)oc12	-8.4	-1.6	29.4	0.0	-7.3	-1.4	-7.7	-3.0	7.2
CCOc1ccc2nnnn2n1	-5.1	-2.8	-14.2	-1.3	23.9	11.4	-1.1	-7.7	0.6
Cn1cccc1/C=N/NC(=O)Cc1ccccc1	-6.1	2.2	-3.9	1.8	-3.7	-4.2	-22.4	-0.4	-4.4
CCN(CC)Cc1c(O)c(Cl)cc2c3c(c(=O)oc12)CCCC3	-2.6	-3.6	2.3	-1.6	24.6	24.8	3.8	0.7	-13.9
COc1cccc(NC(=O)N2CCCC2)c1	-4.2	-2.4	15.0	-1.5	1.4	30.8	7.5	12.0	6.2
